Assay outcomes from PubChem BioAssay.
IkB sig inh – IkB pathway inhibition in ABC-DLBCL cells | ABC-DLBCL IkBa-CBG/CBR dual luciferase ratio, 4 h; response scale: scaled: untreated 0%, proteasome inhibitor 100% | actives 0.04% (n = 110,000) | AID 445 | Potency, µM (doses to about 57.1 µM), for inactives: at the highest dose IkBa stabilization activation; active means well fitted curve in the direction sought with a large enough effect in the signal ratio, not every such curve was filed as active; inconclusive means small, poorly fitted or top-dose-only effect, or a change in a side signal; the % refers to the signal ratio;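 further: the direction sought is a rising ratio; 0% = basal untreated cells and 100% = reference inhibitor full response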
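In this assay, an IκBα–CBG68 fusion accumulates when IKK-driven degradation is blocked; native CBR normalizes for cell number. OCI-Ly3 cells were treated 4 h with compound and doxycycline, then green and red light read after Chroma-Glo addition.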
p53ts 39C kill – cytotoxicity in p53ts cells at nonpermissive temperature; H1299-p53A138V viability at 39C, ATP luminescence, 24 h; Potency, µM (series often up to 46.1 µM), for the others: at the highest dose activity change, negative = cell killing, hits mostly cytotoxic; actives 1.5% (n = 130,000); AID 902; further: nearly all actives have a fitted effect of over 55% in size
p53ts 32C tox – cytotoxicity in p53ts cells at permissive temperature | H1299-p53A138V at 32C, ATP luminescence viability, 24 h | Potency, µM (series often up to 46.1 µM), without a hit: at the highest dose activity change, negative = cytotoxicity, most hits filed as cytotoxic | actives 0.93% (n = 130,000) | AID 924;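 further: 0% = DMSO and -100% = full killing by reference compound; nearly all actives have a fitted effect of over 55% in size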
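H1299-p53 A138V cells (temperature-sensitive p53) exposed 24 h to up to 46 uM compound at 32C, where p53 is wild-type in conformation. Viability read as ATP luminescence and normalised to DMSO and 100 uM tamoxifen. AC50 fitted with the Hill equation.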
Peg3 imprint – inducers of genomic imprint erasure in mouse ES cells; Potency, µM (doses to about 60.7 µM), inactives show at the top dose activity change, positive = activation, most hits filed as activators; mouse ES Peg3-LacZ reporter, beta-gal luminescence, 40 h; actives 0.02% (n = 110,000);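 further: 0% = negative control wells on the plate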
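Each well holds 300 Peg3LacZ-Neo (maternal) female ES cells incubated 40 h at 37C, 5% CO2. LacZ is measured by BetaGlo luminescence, with AC50 and maximum efficacy derived from dose-response curves.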
* hit, by the source's call; ? = inconclusive; / = not tested or not shown; [ ] = another dose, or the depositor's remark. Unless noted, the call rests on the fitted dose curve; in most records, active means well fitted curve in the direction sought with a large enough effect; inconclusive means small, poorly fitted or top-dose-only effect, or another doubt; inactive means no such curve, though single readings can be large; an effect the other way counts as inactive or inconclusive. Unless noted, on the % scale 0 is the no-effect control and ±100 the full control effect; potency means the concentration at half of the fitted maximal effect.

molecule | IkB sig inh | p53ts 39C kill | p53ts 32C tox | Peg3 imprint
CC(=O)c1ccc(NC2OC(CO)C(O)C(O)C2O)cc1 (stereo unspecified) | 12% | 7% | 4% | 11%
COc1cccc(CNc2nn[nH]n2)c1OC | -4.8% | 3% | 1% | -13%
OCCN(CCO)c1ncnc2nc[nH]c12 | 0.1%[11.4 µM] | 11%[9.22 µM] | 4%[9.22 µM] | -14%[10.9 µM]
CCCC(=O)Nc1cccc(OCc2cc(=O)n3cccc(C)c3n2)c1 | ? | 16% | -1% | -4%[10.9 µM]
CCCCNC(=O)CCCCCNS(=O)(=O)c1ccc(OC)cc1 | 0.4% | 4% | -7% | -8%
Cc1ccc(C2CC(=O)NC(SCc3ccccc3)=C2C#N)o1 (stereo unspecified) | / | -5% | -4% | /
CN1CCN(c2nc3c(c(=O)[nH]c(=O)n3C)n2Cc2cccc3ccccc23)CC1 | 1.2% | 11% | -3% | /
CC1CN(C(=O)CCC(=O)NCc2cccs2)c2ccccc2O1 (stereo unspecified) | ? | 7% | 4% | 15%[10.9 µM]
CCOC(=O)C1CCCN(S(=O)(=O)Cc2ccccc2)C1 (stereo unspecified) | 1.1% | 3% | 0% | 1%
CCCOC(=O)CSc1nnc2ccc3ccccc3n12 | -3.4% | 22% | -5% | 6%[10.9 µM]
CNc1cc([N+](=O)[O-])ccc1N/C=C/C(=O)c1cccs1 | / | -25% | -11% | /
O=C(Nc1cc(C(F)(F)F)ccc1Cl)c1cnn(-c2ccccc2)c1-n1cccc1 | 1.2% | -13% | -9% | -12%[10.9 µM]

Reprinted from the listing, five compounds:
molecule | IkB sig inh | p53ts 39C kill | p53ts 32C tox | Peg3 imprint
CC1CN(C(=O)CCC(=O)NCc2cccs2)c2ccccc2O1 (stereo unspecified) | ? | 7% | 4% | 15%[10.9 µM]
CCOC(=O)C1CCCN(S(=O)(=O)Cc2ccccc2)C1 (stereo unspecified) | 1.1% | 3% | 0% | 1%
CCCOC(=O)CSc1nnc2ccc3ccccc3n12 | -3.4% | 22% | -5% | 6%[10.9 µM]
CNc1cc([N+](=O)[O-])ccc1N/C=C/C(=O)c1cccs1 | / | -25% | -11% | /
O=C(Nc1cc(C(F)(F)F)ccc1Cl)c1cnn(-c2ccccc2)c1-n1cccc1 | 1.2% | -13% | -9% | -12%[10.9 µM]

(next part)
molecule | IkB sig inh | p53ts 39C kill | p53ts 32C tox | Peg3 imprint
CCCCc1c(O)nc(SCC(=O)N2CCCCC2)n(-c2ccccc2C)c1=O | 1.4% | 5% | -5% | ?
CCCCN1C(=O)c2ccccc2C1C(=O)NC1CCCC1 (stereo unspecified) | -0.7% | -1% | 6% | 20%
Cc1ccc(C)c(NC(=O)CSc2nc3c(c(=O)n2C)SC(C)C3)c1 (stereo unspecified) | -1.5% | 13% | 8% | -16%
CCOC(=O)CSc1nnc2n1C(C)(C)Cc1ccccc1-2 | -1.8% | 1% | -1% | -4%
N#Cc1nc(-c2ccccc2F)oc1NC1CCCCC1 | -0.1% | -1% | -5% | -23%
Cc1cccc(C(=O)NCc2nnc(SCC(=O)N3CCN(c4ccccc4)CC3)n2C)c1 | 0.1% | 6% | 5% | -5%
Cc1cccnc1NCc1ccc(O)c2ncccc12 | ? | -20% | -16% | -25%
O=C1OC(c2ccc(Br)cc2)=N/C1=C\N1CCCCC1 | -1.6% | -7% | 2% | -18%
Cc1cc(C)cc(NC(=O)C(NS(=O)(=O)c2cccc3nsnc23)c2ccccc2)c1 (stereo unspecified) | ? | 16% | 14% | -4%[10.9 µM]
COC(=O)C1=C(CSc2nc3ccccc3o2)NC(=O)NC1c1cc(C)ccc1C (stereo unspecified) | ? | 31%[activator] | 20% | -24%
CC(C)CCNC(=O)c1c2c(nc3ccccc13)C(=O)N(C1CCCCC1)C2 | -0.9% | -20% | -1% | -8%[10.9 µM]
CCc1ccc(NC(=O)CC2C(=O)N(c3cccc(OC)c3)C(=O)N2Cc2ccco2)cc1 (stereo unspecified) | ? | -5% | -2% | 14%[10.9 µM]

(listing goes on)
molecule | IkB sig inh | p53ts 39C kill | p53ts 32C tox | Peg3 imprint
CCOc1ccc(NC(=O)C(CC)n2nc(C)c3c(C)n(-c4ccccc4)nc3c2=O)cc1 (stereo unspecified) | ? | -2% | 3% | -5%[10.9 µM]
CC(=O)N1CCc2cc(S(=O)(=O)NC(Cc3ccccc3)C(=O)NCc3ccc(C)cc3)ccc21 (stereo unspecified) | -2.3% | -15% | 9% | -5%[10.9 µM]
COc1ccc2c(c1)CCC1C2CC[C@@]2(C)C(O)CCC12 (stereo partly specified) | / | 5% | -3% | -8%
COc1ccccc1NC(=O)N1CCCC(C(=O)Nc2cccc(C)c2C)C1 (stereo unspecified) | -1.0% | 5% | 6% | -12%
Nc1ncc(Br)cc1S(=O)(=O)NCCC(=O)N1CCN(c2ncccn2)CC1 | -2.1% | 0% | 7% | -2%
Cc1ccc(NC(=O)CN(C)C(=O)COc2c(Cl)cc(Cl)c3ccc(C)nc23)cc1 | / | 11% | 24% | /
O=C(COc1ccc(Cl)cc1)N(Cc1ccco1)Cc1ccco1 | ? | -26% | -13% | -3%[10.9 µM]
CCc1ccc(-n2c(=O)c3sc4ccccc4c3n(Cc3cccc(F)c3)c2=O)cc1 | -0.2% | 3% | -2% | 6%[10.9 µM]
Cc1cccn2c(=O)cc(COc3ccc(NC(=O)C(C)Oc4ccccc4)cc3)nc12 (stereo unspecified) | ? | -14% | 2% | 11%[10.9 µM]
c1cnc2c(OCc3nc4ccccc4[nH]3)cccc2c1 | ? | ? | -26% | -22%
COc1cccc(C2NC(C)(C(=O)O)C3C(=O)N(C(C)C)C(=O)C23)c1O (stereo unspecified) | 2.6% | 11% | -2% | -1%
Cc1c(Cl)cccc1-n1ncc(C(=O)NC2CCCCC2)c1C1CCN(C(=O)OC(C)(C)C)CC1 | ? | -9% | 24% | 10%[10.9 µM]

Next part
molecule | IkB sig inh | p53ts 39C kill | p53ts 32C tox | Peg3 imprint
Cc1ccc(-c2onc(C)c2C)cc1S(=O)(=O)NCc1ccc(N(C)C)cc1 | ? | -5% | 17% | -5%[10.9 µM]
COc1ccc(N2CCN(c3ncnc4c3cnn4C)CC2)cc1 | 0.8% | -15% | 1% | 8%[10.9 µM]
Cc1cc(C(=O)N2CCN(Cc3ccc4c(c3)OCO4)CC2)on1 | -3.7% | -3% | -2% | -18%
COc1ccccc1N1CCN(C/C(C)=C/c2ccccc2)CC1 | -0.4% | -4% | -13% | -18%
O=C(c1csnn1)N1CCC2(CC1)CCN(c1ccccc1)CC2 | 2.9%[11.4 µM] | -19% | -6% | /
COC(=O)c1cc(OC)c(OC)cc1NCC(=O)Nc1ccc(C)cc1 | / | 27% | 27% | /
Cc1ccccc1NC(=O)c1ccccc1NC(=O)c1ccccc1Cl | 7.3% | 2% | -4% | -10%[10.9 µM]
CCNCCNC(=O)c1c(O)c2c([nH]c1=O)CCCC2 | 0.4% | 10% | 3% | -13%
CCC12CN3CC(C)(CN(C1)C3c1c[nH]c3ccccc13)C2=O (stereo unspecified) | ? | -14% | 18% | -11%[10.9 µM]
Cc1ccc(OCC(O)CN2C(=O)NC(C)(C)C2=O)cc1C (stereo unspecified) | -2.9% | -7% | 2% | 0%
CCCCCn1c(CN2CCN(c3ccc(OC)cc3)CC2)nc2c1c(=O)[nH]c(=O)n2C | 0.0% | 27% | 28% | 25%[10.9 µM]
O=C(Nc1ccc(F)cc1)C1CCCN(c2ncnc3c2nc2n3CCCCC2)C1 (stereo unspecified) | 0.1% | -19% | ? | -14%[10.9 µM]

(continued)
molecule | IkB sig inh | p53ts 39C kill | p53ts 32C tox | Peg3 imprint
N#Cc1nc(-c2ccc(Cl)cc2)oc1NCc1cccc2c1OCO2 | -1.6% | 4% | 4% | -14%
CCSc1nc2c(c(=O)n1Cc1ccccc1)SC(C)C2 (stereo unspecified) | 1.9% | 6% | 38%[activator] | -9%
COC(=O)c1sc(NC(=O)c2cnccn2)c(C(=O)OC)c1C | 1.3% | 9% | 1% | -6%
Cc1cc(C)cc(NC(=O)C2CCN(S(=O)(=O)c3cccc(-c4noc(C)n4)c3)CC2)c1 | ? | -15% | -3% | 24%[10.9 µM]
Cc1ccccc1CNC(=O)CCc1cn(Cc2ccccc2C)c2ccccc12 | -1.0% | -5% | 0% | -12%[10.9 µM]
Cc1nn(CCCC(=O)NCc2cccc(Cl)c2)c(=O)c2c1sc1ccccc12 | -2.0% | -17% | -23% | -14%[10.9 µM]
CCN1C(=O)C2(Nc3ccccc3-c3nc4ccccc4n32)c2cc(OC)ccc21 (stereo unspecified) | ? | 9% | -2% | -19%
CCOC(=O)C1CCN(C(c2ccc(SC)cc2)c2c(O)cc(C)n(Cc3ccco3)c2=O)CC1 (stereo unspecified) | 1.8% | 3% | 4% | 5%[10.9 µM]
CCN1CCN(CC(=O)Nc2ccc3c(c2)OCCO3)C(=O)C1=O | 5.9% | 0% | 10% | 0%
Cc1cccc(C)c1OCC(=O)N(Cc1ccccc1F)C1CCS(=O)(=O)C1 (stereo unspecified) | 1.1% | 7% | 0% | -5%[10.9 µM]
CCc1ccc(Sc2cc(C(=O)O)c3ccccc3n2)cc1 | 0.1% | ? | -4% | -21%[10.9 µM]
Cn1c(=O)c(-c2ccccc2)nc2cncnc21 | 1.3%[11.4 µM] | -6% | 5% | ?

Continued.
molecule | IkB sig inh | p53ts 39C kill | p53ts 32C tox | Peg3 imprint
COc1ccccc1NC(=O)CSCC(N)=O | 6.7% | 2% | 14% | 23%
O=S(=O)(NCc1ccco1)c1cccc(S(=O)(=O)N2CCCCC2)c1 | 1.2% | -8% | -5% | -10%
CCOC(=O)C(NCc1ccccc1OC)(NC(C)=O)C(F)(F)F (stereo unspecified) | 1.0% | 9% | 0% | -8%
CCN(CC(=O)NCc1cccs1)c1nnnn1-c1ccccc1 | 5.5% | 2% | -11% | -27%
CC(C)CCn1cnc2c(cnn2-c2ccc(F)cc2)c1=O | -2.6% | -8% | -11% | -22%
COc1cc(/C=C/C(=O)c2cccs2)cc(OC)c1OC | / | ? | 6.3µM* | -31%[inhibitor]
Cn1c(C(=O)NCCCN2CCOCC2)cc2c(=O)n(C)c3ccccc3c21 | 0.3% | -12% | 12% | 11%
Cc1cc(C)n2ncc(C(=O)Nc3ccc4c(c3)OCO4)c2n1 | 0.0% | 7% | -5% | -9%
COc1ccc(N(CC(=O)Nc2cccc(C)c2)S(=O)(=O)c2c(C)n[nH]c2C)cc1 | 3.2% | -8% | 20% | -6%
O=C(c1ccco1)[C@@H]1[C@@H]2C(=O)N(c3ccccc3)C(=O)[C@@H]2C2c3ccccc3C=CN21 (stereo partly specified) | ? | 0% | 1% | -3%
O=C1C2ON(c3ccccc3)C(c3ccncc3)C2C(=O)N1c1ccc(N2CCOCC2)cc1 (stereo unspecified) | -0.1% | 17% | -10% | -8%
COC(=O)c1ccc(CSc2nnc(CNC(=O)c3ccccc3F)o2)o1 | 1.0% | 3% | 7% | -8%

(list continues)
molecule | IkB sig inh | p53ts 39C kill | p53ts 32C tox | Peg3 imprint
CCOc1ccc(CN2C(=O)C(=O)c3cccc(C)c32)cc1OC | 0.0% | 13µM* | -2% | 15%[10.9 µM]
COc1ccc(/C=C/C(=O)Nc2ccc(Cl)c(Cl)c2)cc1 | ? | ? | -10% | -7%[10.9 µM]
O=C(CSc1nnc(-c2ccncc2)n1C1CCCCC1)Nc1ccccc1 | 2.9% | 6% | 2% | -11%
CCN(CC)CCCN1C(=O)C(=O)/C(=C(/O)c2ccc3c(c2)OCCO3)C1c1ccc(C)o1 (stereo unspecified) | -0.8% | -4% | -20% | -17%
Cc1ccc([N+](=O)[O-])cc1NC(=O)CN(C1CCCCC1)S(=O)(=O)c1ccc(Cl)cc1 | / | 6% | 12% | /
CCOc1ccc2[nH]c(=O)c(CN(Cc3cccnc3)C(=O)Nc3ccccc3OC)cc2c1 | ? | -10% | -3% | -18%

Entries of single compounds as entered above. Values in the order: IkB sig inh, p53ts 39C kill, p53ts 32C tox, Peg3 imprint
Cc1ccc([N+](=O)[O-])cc1NC(=O)CN(C1CCCCC1)S(=O)(=O)c1ccc(Cl)cc1 is listed with /, 6%, 12%, /
CCN(CC)CCCN1C(=O)C(=O)/C(=C(/O)c2ccc3c(c2)OCCO3)C1c1ccc(C)o1 (stereo unspecified) is listed with -0.8%, -4%, -20%, -17%
CCOc1ccc2[nH]c(=O)c(CN(Cc3cccnc3)C(=O)Nc3ccccc3OC)cc2c1 is listed with ?, -10%, -3%, -18%

Random draw from the library, and some 1.7% of all compounds hit somewhere here.
